ERAP1 HTS inh: ERAP1 (human) enzyme inhibition; Q9NZ08; recombinant ERAP1, Leu-AMC fluorescence, 60 min; inhibition, % at 10.7 µM; 340,000 tested, 0.15% active;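 active = mean replicate inhibition of at least 30%, or all replicates individually reaching that 30% level; inactive = mean below 30% and not every replicate reaching it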;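 note: 0% = neutral control wells and 100% = L-leucinethiol positive control wells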
SIRT5 block: sirtuin-5 (human) deacylase inhibition. Q9NXA8. Purified SirT5, succinyl-peptide AMC, trypsin-coupled fluorescence. inhibition, % at 15 µM. 330,000 tested, 1.1% active. AID 652115; in the data active = inhibition above about 15%; inconclusive = no clear call, values can overlap the other calls
Target sequence (Q9NXA8 whole entry, looked up): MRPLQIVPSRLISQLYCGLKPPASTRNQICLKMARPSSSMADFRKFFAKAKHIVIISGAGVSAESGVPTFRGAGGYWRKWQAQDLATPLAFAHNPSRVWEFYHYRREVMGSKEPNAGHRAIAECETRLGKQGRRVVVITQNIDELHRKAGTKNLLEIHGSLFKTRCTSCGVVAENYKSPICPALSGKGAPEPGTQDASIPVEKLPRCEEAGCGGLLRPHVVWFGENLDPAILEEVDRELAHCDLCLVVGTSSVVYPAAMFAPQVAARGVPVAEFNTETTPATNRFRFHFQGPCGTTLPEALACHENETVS
miR-122 sensor: inhibitors of miR-122 in Huh7 cells; Huh7 miR-122 Renilla luciferase sensor, 48 h; neutral wells = 0, positive control = 100; activation (reporter increase), % at 12.5 µM; 340,000 tested, 0.3% active; AID 602342;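 active = mean replicate activation score at least 90 and every replicate individually at or above 90; inconclusive = only one of the two criteria met; inactive = neither criterion met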;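 note: higher luciferase means less miR-122 activity so hits act as miR-122 inhibitors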
ERp5 inh: inhibitors of human ERp5; Q15084; ERp5 insulin aggregation, absorbance 650 nm, 90 min; inhibition, % at 9.99 µM; 350,000 tested, 0.05% active; AID 651711;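 active = mean replicate inhibition above about 25%, with every replicate also reaching it, limit read from the data, passing the limit was not always enough; inconclusive = only one of those two criteria met; inactive = neither criterion met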
Target sequence (Q15084 whole entry, looked up): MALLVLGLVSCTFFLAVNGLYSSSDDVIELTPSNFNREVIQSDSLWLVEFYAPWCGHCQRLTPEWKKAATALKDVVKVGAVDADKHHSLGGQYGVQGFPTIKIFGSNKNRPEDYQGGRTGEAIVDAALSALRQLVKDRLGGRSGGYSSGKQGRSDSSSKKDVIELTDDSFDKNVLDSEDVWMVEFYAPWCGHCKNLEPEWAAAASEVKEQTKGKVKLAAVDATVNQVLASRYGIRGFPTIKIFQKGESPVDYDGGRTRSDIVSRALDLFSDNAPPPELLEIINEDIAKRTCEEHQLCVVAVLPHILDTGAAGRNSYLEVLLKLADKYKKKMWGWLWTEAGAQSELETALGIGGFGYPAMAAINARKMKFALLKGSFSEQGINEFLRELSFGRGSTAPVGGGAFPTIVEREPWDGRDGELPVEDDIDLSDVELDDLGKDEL
CASP6 VEID inh: inhibitors of human caspase-6 | P55212 | purified caspase-6, Z-VEID-R110 cleavage fluorescence | inhibition, % at 12.5 µM | 350,000 tested, 0.53% active | AID 686996;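 active = mean inhibition across replicates at least about 35%, with every replicate also reaching that limit, limit read from the data; inconclusive = only one of the two criteria met; inactive = neither criterion met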;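 note: 0% = median of neutral control wells and 100% = no fluorescence left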
Target sequence (P55212 24-179 limits assumed): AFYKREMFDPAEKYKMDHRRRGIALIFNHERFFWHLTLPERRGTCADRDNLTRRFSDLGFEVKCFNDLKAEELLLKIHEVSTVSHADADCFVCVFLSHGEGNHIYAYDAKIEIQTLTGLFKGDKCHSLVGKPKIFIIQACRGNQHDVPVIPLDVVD
Target sequence (P55212 194-293 limits assumed): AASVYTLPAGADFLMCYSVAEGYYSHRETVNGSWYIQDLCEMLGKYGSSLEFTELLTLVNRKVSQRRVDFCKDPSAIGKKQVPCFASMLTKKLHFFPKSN
DENV2 CPE rescue: DENV2-induced cell death inhibition; DENV2-infected cells, cytopathic effect rescue, plate reader; CPE inhibition, % at 9.99 µM; 350,000 tested, 1.7% active; in the data active = CPE inhibition above about 20%, passing the limit was not always enough; inconclusive = no clear call, values can overlap the other calls; tested in BHK-21 cells;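 note: 0% = median of neutral control wells and 100% = median of positive control wells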
F508del corr: CFTR F508del correction in bronchial cells; CFBE cells, YFP halide quenching; stimulated with forskolin plus potentiator P3; % fluorescence drop versus neutral controls; activity (quench increase), % at 7.58 µM; 350,000 tested, 0.36% active;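 active = mean added fluorescence quench of at least 8% versus neutral control, with both replicates also reaching 8%; inconclusive = only one of the mean or replicate conditions met; inactive = mean below 8% and not both replicates reaching 8%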;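 note: cells transiently co-express mutant CFTR-F508del with the halide-sensitive YFP; corrector assay measuring rescue of mutant channel to the surface after 24 h compound exposure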
Starred values were filed as active, the others as inactive; ? = inconclusive; / = not tested or not shown; & = joins results of further samples; [ ] = dose if it differs, or a comment.

SMILES	ERAP1 HTS inh	SIRT5 block	miR-122 sensor	ERp5 inh	CASP6 VEID inh	DENV2 CPE rescue	F508del corr
CCCCNC(=O)CCNS(=O)(=O)c1ccc(Br)cc1	6	-1	6	1	2	9	2.5
C[C@@H]1CN([C@H](C)CO)C(=O)c2cc(C#Cc3ccccc3F)cnc2O[C@H]1CN(C)C	-1	1	-4[16.7 µM]	1	2	2	2.7
Cc1ccc(NC(=O)COc2ccccc2)c(NC(=O)c2ccco2)c1	1	0	/	30*	1	-4	-1.6
c1cnc(Sc2ccc3nnnn3n2)nc1	-2	-2	15	-5	-3	3	-3.0
C[C@H]1CN([C@@H](C)CO)C(=O)c2cccc(NC(=O)C3CC3)c2O[C@H]1CN(C)S(=O)(=O)c1ccc(Cl)cc1	-1	-1	8[16.7 µM]	4	-3	-5	-4.1
C[C@H](CO)N1C[C@H](C)[C@H](CN(C)Cc2ccc(C(F)(F)F)cc2)Oc2c(NC(=O)Nc3cccc4ccccc34)cccc2C1=O	-1	4	9[16.7 µM]	-4	0	12	1.2
CCN(Cc1ccncc1)C(=S)Nc1ccc(Cl)cc1	4	-3	/	1	-5	-8	1.2
C[C@H](CO)N1C[C@H](C)[C@@H](CN(C)C(=O)C2CCC2)Oc2cc(C#C[C@@H](C)O)ccc2S1(=O)=O	-1	-1	11[16.7 µM]	3	0	-9	-3.8
CCn1c(SCC(=O)Nc2ccc(C)cc2)nnc1-c1ccccn1	1	1	-5	-2	-2	-1	-0.3
COc1cccc2cc(C(=O)OCC(=O)N3CC(C)OC(C)C3)c(=O)oc12 (stereo not given)	2	4	/	-2	-1	?	-0.1
COCCCN1CC(=O)N2C(c3cccc(C)c3)c3[nH]c4ccccc4c3C[C@H]2C1=O (stereo not given in full)	1	-2	1	0	2	10	2.6
CC1(C)OC(=O)C(=Cc2ccc[nH]2)C(=O)O1	-2	-3	2	3	3	5	1.4
CNC(=S)Nc1ccc(-c2nc3ccc(C)cc3s2)cc1	-1	-1	3	-1	-1	-4	0.8
CCOC(=O)c1cccc(N2C(=O)C3C4C=CC(CC4)C3C2=O)c1 (stereo not given)	-1	-1	/	-3	3	5	1.8
CN(CC(=O)Nc1c(Cl)cccc1Cl)C(=O)Cc1ccc(S(=O)(=O)N2CCOCC2)s1	1	-2	/	0	1	-9	2.5
C[C@H](O)[C@@H]1CN2CCc3ccc(-c4ccc5c(c4)OCO5)cc3[C@@H]2C[C@@H]1N(C)Cc1cc(Cl)cc(Cl)c1	1	-2	/	0	0	?	-0.5
Cc1cc(C)cc(NC(=O)Nc2ccc3c(c2)C(=O)N(C)[C@H]2CC[C@H](CC(=O)O)O[C@@H]2CO3)c1	/	/	37[16.7 µM]	/	/	0	1.6
CC1=NN(c2cccc(Cl)c2)C(=O)C1	5	-2	-2	-3	4	-4	0.0
COCC#Cc1ccc([C@@H]2[C@H]3CN(C(=O)CN4CCOCC4)CC(=O)N3[C@H]2CO)cc1	/	-7	/	-4	/	13	3.2
O=C(C1CCC1)N1C[C@@H]2[C@H](c3ccccc31)[C@@H](CO)N2C(=O)c1ccccc1F	-4	11	30[16.7 µM]	-2	-1	-1	2.2
COc1ccc(C#Cc2cnc3c(c2)C(=O)N([C@H](C)CO)C[C@H](C)[C@H](CN(C)C(=O)Nc2c(C)noc2C)O3)cc1OC	0	3	3[16.7 µM]	0	-1	4	-2.1
Cc1ccc(S(=O)(=O)N[C@@H]2CC[C@@H](CCNC(=O)Cc3ccccn3)O[C@H]2CO)cc1	-1	-1	/	-5	-9	-1	-2.6
NC(=O)[C@H]1[C@@H]2C(=O)O[C@@H](c3ccccc3)[C@@H](c3ccccc3)N2[C@@H](c2ccc(O)cc2)[C@]12C(=O)Nc1ccc(C#CC3(O)CCCCCC3)cc12	1	0	/	1	0	2	0.3
N/C(=N\N=C\c1ccc2c(c1)OCO2)SC1CC(=O)N(c2ccc(C(=O)O)cc2)C1=O (stereo not given)	6	-2	-3	-4	9	0	0.6
O=C1C2C3C=CC(O3)C2C(=O)N1Cc1ccncc1 (stereo not given)	-1	-2	-1	4	3	11	-0.9
CN1C[C@H](O)COC[C@@H]2O[C@@H](CC(=O)N3CCN(c4ccccc4)CC3)CC[C@H]21	3	-2	3[16.7 µM]	0	2	-1	0.9
O=C(O)CCC(=O)Nc1ccccc1C(=O)NCCc1ccccc1	-4	-2	/	-2	0	1	/
C[C@H](CO)N1C[C@H](C)[C@H](CN(C)C(=O)Nc2ccc(F)cc2)Oc2ncc(C3=CCCCC3)cc2C1=O	-2	-2	-13[16.7 µM]	2	2	33*	-3.6
O=C(NC1Cc2ccccc2C1)[C@H]1[C@H](CO)[C@H]2Cn3c(ccc(C4=CCCCC4)c3=O)[C@@H]1N2CC1CC1	2	-10	9[16.7 µM]	4	3	0	-0.3
CC(C(=O)NCCCc1ccccc1)n1cccc1C(=O)c1ccccc1 (stereo not given)	0	-4	/	5	0	0	-1.1
CSCCC(NC(=O)c1cc(C(C)(C)C)oc1C)C(=O)O (stereo not given)	2	2	-2	-3	3	-2	-0.2
CN(Cc1ccccc1)S(=O)(=O)c1ccc(OCC(=O)NCc2ccncc2)cc1	4	-1	4	7	-1	1	1.3
Cc1ccc(NC(=O)C[C@H]2CC[C@H]3[C@@H](COc4ccc(NS(C)(=O)=O)cc4C(=O)N3C)O2)cc1	-1	6	-17[16.7 µM]	0	3	-2	-1.2
COc1ccc(S(=O)(=O)N(C)C[C@@H]2OCCCC[C@H](C)Oc3ccc(NC(=O)c4ccccc4)cc3C(=O)N([C@H](C)CO)C[C@@H]2C)cc1	-4	-2	-2[16.7 µM]	1	-3	44*	1.0
C[C@@H]1CN([C@@H](C)CO)C(=O)c2cc(Br)cnc2O[C@H]1CN(C)S(=O)(=O)c1ccccc1	12&0&-1	-3&-2&0	0	2&-3&1	1&-2&-4	-3&-3&-6	-1.5&-1.5&-4.4
COc1ccccc1-c1nnc(SCC(=O)NC2CCS(=O)(=O)C2)n1CCc1ccccc1 (stereo not given)	4	-1	0	-7	-1	4	4.0
COc1cccc(/C=C2/C(=O)NN(c3ccccc3)C2=O)c1	1	2	0	3	8	3	-2.8
CC(=O)N(C)C[C@H]1Oc2cc(C#Cc3ccccc3F)ccc2S(=O)(=O)N([C@@H](C)CO)C[C@H]1C	-2	2	29[16.7 µM]	-6	-1	-9	-1.7
CCOC(=O)C1CCCN(CCC(=O)Nc2ccc(Br)c(C)c2)C1 (stereo not given)	-4	2	0	-1	-5	?	-0.5
COc1ccc(C(C)=O)cc1Cn1c(C)c(C(=O)NC2CC2)sc1=O	/	/	/	5	0	-10	3.9
CS(=O)(=O)N1CCC(C(=O)Nc2cccc(Cl)c2Cl)CC1	-4	0	-6	0	-3	?	3.4
CCOC(=O)c1cnn2c(N)c(C#N)cnc12	3	-4	-7	3	3	1	1.6
CCCc1cc(=O)[nH]c(SCC(=O)Nc2ccc(Br)cc2Br)n1	-4	2	/	-5	-1	-2	-1.0
CC1(C)OC(=O)C2=C(CC(CCc3ccccc3)OC2c2ccc(Cl)cc2)O1 (stereo not given)	-3	-3	/	-2	0	-3	2.7
O=C(C[C@@H]1C=C[C@@H](NC(=O)c2ccccc2)[C@H](CO)O1)NCc1ccncn1	-1	3	/	-1	1	-11	-0.2
CC1CCN(C(=O)CC#N)CC1	-5	-1	/	4	1	0	-1.8
COc1cc(CCC(=O)OCC(=O)c2ccc[nH]2)cc(OC)c1OC	2	-3	-6	/	3	2	-4.9
Nc1nc(Cl)cc(=O)n1Cc1ccc(Cl)cc1	9	-9	/	-4	0	9	1.5
COc1cccc(/C=N/NC(=O)c2cc(-c3cccn3C)n[nH]2)c1	3	2	1	1	-2	/	/
C[C@@H]1CN([C@@H](C)CO)C(=O)c2cc(NC(=O)Nc3ccc4c(c3)OCO4)ccc2O[C@H]1CN(C)Cc1ccc(-c2ccccc2)cc1	-3	-5	-5[16.7 µM]	1	-2	-11	0.8
Cc1cccc(NC2=NCC(=O)N2Cc2cccs2)c1	0	/	/	1	0	7	3.3
CC(C)CCN(C(=O)C1CCCC1)c1c(N)n(Cc2ccccc2)c(=O)[nH]c1=O	-5	2	-8	0	-2	6	-0.6
COc1ccc(-c2cnc3c(c2)C(=O)N([C@@H](C)CO)C[C@@H](C)[C@H](CN(C)Cc2cccnc2)O3)cc1	0	6	3[16.7 µM]	-2	1	8	2.4
CC1(C(=O)NC2CCCCC2)CCC(=O)N1C1CCN(Cc2ccccc2)CC1 (stereo not given)	7	-1	-3	-2	-1	-4	1.0
O=C(NC1CCC(O)CC1)c1ccc(-c2ccc([N+](=O)[O-])cc2)o1 (stereo not given)	/	-4	/	0	0	3	0.7
O=C(C[C@@H]1C=C[C@H](NS(=O)(=O)c2cccc(F)c2)[C@H](CO)O1)N1CCCCC1	4	-2	/	1	0	?	0.2
N#Cc1ccc(-c2ccc3c(c2)[C@H]2[C@H](CCN2C(=O)C2CCCCC2)[C@@H](CO)N3)cc1	-3	-9	-2[16.7 µM]	4	0	?	3.7
Cc1c(CNCCC2=CCCCC2)c(C(=O)O)c(C)n1Cc1ccccc1	-2	-2	/	-7	/	-2	2.2
Cn1c(=O)c2c(nc(/C=C/c3cccc(Cl)c3)n2C)n(C)c1=O	-4	-6	/	2	/	2	-0.3
CC(C)(C)NC(=S)NC(=O)C12CC3CCC(CC(C3)C1)C2	-5	3	/	4	2	-7	1.6

Entries shown so far that contain two or more sulfur atoms, in the order listed:
SMILES	ERAP1 HTS inh	SIRT5 block	miR-122 sensor	ERp5 inh	CASP6 VEID inh	DENV2 CPE rescue	F508del corr
CNC(=S)Nc1ccc(-c2nc3ccc(C)cc3s2)cc1	-1	-1	3	-1	-1	-4	0.8
CN(CC(=O)Nc1c(Cl)cccc1Cl)C(=O)Cc1ccc(S(=O)(=O)N2CCOCC2)s1	1	-2	/	0	1	-9	2.5
COc1ccccc1-c1nnc(SCC(=O)NC2CCS(=O)(=O)C2)n1CCc1ccccc1 (stereo not given)	4	-1	0	-7	-1	4	4.0

Carrying on.
SMILES	ERAP1 HTS inh	SIRT5 block	miR-122 sensor	ERp5 inh	CASP6 VEID inh	DENV2 CPE rescue	F508del corr
COC(=O)C(C(=O)OC)C(c1ccccc1)C(C(=O)c1ccccc1)[N+](=O)[O-] (stereo not given)	7	-6	/	-4	0	-6	-2.1
CCOc1ccc(N2C(=O)c3cccnc3C2Nc2ccc(Cl)cc2)cc1 (stereo not given)	2	1	4	-5	3	0	0.4
C#Cc1cccc(NC(=O)c2ccc3c(c2)C(=O)N(Cc2cccnc2)C3=O)c1	-2	-1	/	4	19	4	-3.2
Cc1ccc(C)c(S(=O)(=O)N2CCN(C(=O)Cc3sc(C)nc3-c3ccc(F)cc3)CC2)c1	4	1	10	-1	4	6	0.9
CCCCNC(=O)CN(Cc1ccco1)S(=O)(=O)c1ccc(C(C)=O)cc1	-1	-6	-15	13	6	-3	-2.4
Oc1c(CN2CCN(c3ccccc3)CC2)cc(Br)c2cccnc12	-1	-1	-22	8	-3	4	3.9
C[C@@H]1CCCCO[C@H](CN(C)C(=O)CCC(F)(F)F)[C@@H](C)CN([C@H](C)CO)C(=O)c2cc(NC(=O)C3CCCCC3)ccc2O1	-1	2	2[16.7 µM]	0	-1	-6	-2.3
CCOC(=O)N1CCC(NC(=O)C2CCN(Cc3nc(-c4ccc(CC)cc4)oc3C)CC2)CC1	-10	-2	1	0	2	-13	-2.4
CCOc1ccc(-c2nc(CN3CCCC(C(=O)N4CCOCC4)C3)c(C)o2)cc1 (stereo not given)	-1	-1	/	-1	-5	-4	-0.1
CCOC(COC(=O)c1ccccc1C(=O)O)c1ccccc1 (stereo not given)	-1	/	/	4	2	7	2.5
C[C@@H]1CN([C@H](C)CO)C(=O)c2ccccc2-c2ccccc2CO[C@H]1CN(C)C(=O)C1CC1	1	2	/	0	0	0	1.0
COc1cccc(-c2cnc(C(O)c3cccc(C)c3C)[nH]2)c1 (stereo not given)	-1	/	16	3	-2	8	5.2
N=C1N(c2ccccc2)C(=S)C(=Nc2ccccc2)N1c1ccccc1	3	1	11	0	-1	5	-2.3
